Screening data (PubChem)
GC-A act: GC-A (human) enzyme activation; P16066; HEK293 GC-A cells, cGMP TR-FRET, EC30 ANP; 0% at EC30 ANP, 100% saturating ANP; activation, % at 10 µM; actives 0.14% (n = 370,000); in the data active means activation above about 40%
ASAP1 inh: ASAP1 ArfGAP inhibition; Q9ULH1; ASAP1-stimulated ARF1 GTP hydrolysis, GDP FP detection; inhibition, % at 16.5 µM; actives 0.19% (n = 360,000); in the data active means inhibition above about 25%;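 further: 0% = vehicle with enzyme and substrate and 100% = no enzyme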
rCAG RNA binder: r(CAG) repeat RNA binding. inhibition, % at 3 µM. AID 651821. actives 1.3% (n = 370,000). TO-PRO-1 dye displacement fluorescence;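 active means inhibition above the plate cutoff, the mean of all test compounds on that plate plus 3 SD, cut at about 35% in these data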;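 further: 0% = DMSO alone and 100% = 100 µM mitoxantrone as full dye displacement; higher means more dye released from RNA so lower well fluorescence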
Tn6 DDE FP: DD(E)-Tn6 binding inhibition, primary FP screen. P02675. inhibition, % at 8.3 µM. actives 0.21% (n = 370,000). Fibrin DD(E) TRITC-Tn6 fluorescence polarization displacement. AID 720509;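 active means inhibition above a per-campaign cutoff: mean of compounds within control limits plus 3 SD, cut at about 15% in these data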;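 further: 0% = median of all compound wells on the plate and 100% = blocking peptide control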
Target sequence (P02675 whole entry, looked up): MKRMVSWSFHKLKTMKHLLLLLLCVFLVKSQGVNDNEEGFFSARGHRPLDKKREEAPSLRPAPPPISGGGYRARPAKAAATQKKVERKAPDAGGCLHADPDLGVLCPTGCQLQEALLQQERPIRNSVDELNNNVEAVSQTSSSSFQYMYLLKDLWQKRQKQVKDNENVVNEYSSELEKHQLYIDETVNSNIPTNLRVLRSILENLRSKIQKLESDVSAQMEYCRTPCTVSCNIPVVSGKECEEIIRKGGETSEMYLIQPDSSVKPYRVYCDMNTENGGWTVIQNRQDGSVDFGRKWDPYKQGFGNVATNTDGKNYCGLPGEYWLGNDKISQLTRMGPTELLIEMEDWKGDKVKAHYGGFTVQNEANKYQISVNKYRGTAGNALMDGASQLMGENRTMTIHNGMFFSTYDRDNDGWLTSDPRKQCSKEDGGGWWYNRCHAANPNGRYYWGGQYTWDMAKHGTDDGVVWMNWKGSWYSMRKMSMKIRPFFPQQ
GAA850 FXN act: increases GAA850 frataxin promoter reporter activity | HEK293 lucGAA850 FXN promoter luciferase reporter, 24 h; percent of 10 µM SAHA response | activation, % at 6 µM | actives 0.56% (n = 360,000) | AID 540364;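 active means activation above the average of all compounds screened plus 3 SD, cutoff fixed separately per campaign, cut at about 7.5% in these data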;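 further: 0% = DMSO wells and 100% = 10 µM SAHA wells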
HGIII-sPLA2 inh: Inhibits HGIII-sPLA2 liposome hydrolysis, primary screen. QFRET BODIPY PC-A2 liposome hydrolysis, fluorescence. inhibition, % at 12.2 µM. actives 0.56% (n = 370,000). AID 743126;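 active means inhibition above mean plus 3 SD of compounds lying within the high and low control bounds, cut at about 19% in these data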;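 further: 0% = median of test compound wells and 100% = no enzyme DMSO wells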
proKLK7 act: activators of human kallikrein-7 zymogen; purified proKLK7, EDANS-DABCYL substrate fluorescence; 100% is mature enzyme control, 0% vehicle; activation, % at 7 µM; actives 0.9% (n = 370,000); AID 652039;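 active means activation above the mean of all tested compounds plus 3 SD, computed per campaign excluding outliers beyond control limits, cut at about 13% in these data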
Target sequence (P49862 whole entry, looked up): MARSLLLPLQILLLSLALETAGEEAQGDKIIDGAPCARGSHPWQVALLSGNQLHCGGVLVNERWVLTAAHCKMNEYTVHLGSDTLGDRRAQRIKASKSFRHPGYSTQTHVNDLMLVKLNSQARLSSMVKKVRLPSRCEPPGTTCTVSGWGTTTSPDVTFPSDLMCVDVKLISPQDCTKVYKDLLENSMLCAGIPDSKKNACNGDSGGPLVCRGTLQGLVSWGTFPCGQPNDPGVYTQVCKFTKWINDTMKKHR
GC-B act: GC-B (human) receptor activation | activation, % at 10 µM | actives 0.11% (n = 370,000) | AID 1920062 | HEK293-GC-B cells, CNP EC30, cGMP TR-FRET; 0% at EC30 CNP, 100% saturating CNP | P20594;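 active means activation at 10 µM reaching about 35% in either raw or pattern-adjusted values, limit read from the data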
ADAM10 inh: ADAM10 inhibition, QFRET primary screen; O14672; recombinant ADAM10, EDANS/DABCYL FRET peptide cleavage, 3 h; inhibition, % at 7 µM; actives 0.62% (n = 370,000);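 active means inhibition above a per-campaign cutoff equal to the mean of compounds falling between control-based bounds plus 3 SD, cut at about 20% in these data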;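 further: 0% = DMSO wells while the 100% control is not disclosed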
ARFGAP1 inh: rat ARFGAP1 inhibition | Q62848 | Arfgap1-stimulated ARF1 GTP hydrolysis, GDP FP detection | inhibition, % at 16.5 µM | actives 0.26% (n = 360,000) | AID 651572;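 active means inhibition above a per-plate limit, mean inhibition of low control wells plus 3 SD, cut at about 25% in these data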;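 further: 0% = DMSO wells with enzyme and 100% = wells lacking Arfgap1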
Target sequence (Q62848 1-136 limits assumed): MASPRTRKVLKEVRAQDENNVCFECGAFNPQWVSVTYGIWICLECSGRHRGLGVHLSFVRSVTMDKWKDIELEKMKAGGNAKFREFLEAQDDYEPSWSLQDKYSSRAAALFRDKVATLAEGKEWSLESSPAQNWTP
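Material: rat Arfgap1 GAP domain (His6, aa 1-136), purified enzyme. Also added: human ARF1(Δ1-17)-GTP substrate. Compound dosing: 16.5 µM single point, 1.26% DMSO. Timing: enzyme reaction 120 min at 25 °C after 20 min preincubation. Signal: GDP detection by fluorescence polarization. Read-out basis: percent inhibition of GAP-stimulated GDP formation, scaled between DMSO and no-Arfgap1 medians.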
Starred values were filed as active, the others as inactive; nt = no result given.

SMILES | GC-A act | ASAP1 inh | rCAG RNA binder | Tn6 DDE FP | GAA850 FXN act | HGIII-sPLA2 inh | proKLK7 act | GC-B act | ADAM10 inh | ARFGAP1 inh
CN(C)c1ccc(/C=N/n2c(-c3ccccc3Br)n[nH]c2=S)cc1 | -1.7 | 3.7 | 13.7 | -0.7 | 0.4 | 8.8 | 0.5 | 2.0 | -16.7 | 6.0
N#Cc1ccccc1NC(=O)COC(=O)CN1C(=O)C2CCCCC2C1=O (configuration not stated) | 3.0 | -3.7 | -0.7 | -0.5 | -0.1 | -0.9 | 0.2 | 0.1 | 5.7 | 1.7
CCO[C@@H]1OC(C(=O)Nc2ccccc2)=C[C@H](c2ccccc2)[C@H]1CCCO | -1.3 | 9.2 | -5.4 | 2.2 | 4.8 | -10.0 | -0.3 | 1.9 | 10.1 | -0.2
Cc1cc(C)nc(N2CCCC(CCC(=O)NCc3ccc(F)c(F)c3)C2)n1 (configuration not stated) | 1.4 | 4.0 | -7.7 | -3.0 | 1.0 | 5.4 | 0.2 | -0.4 | -1.6 | 14.4
COc1ccc(OC)c(NC(=O)Cn2c(=O)n(CC3CCCO3)c(=O)c3cc(OC)c(OC)cc32)c1 (configuration not stated) | 11.1 | 7.2 | 1.5 | -8.3 | 1.5 | -0.6 | -0.2 | 1.0 | -2.3 | 7.3
COc1cccc(CNC(=O)C2CCN(S(=O)(=O)c3ccc4c(c3)C(C)(C)C(=O)N4C)CC2)c1 | -3.3 | 12.5 | 3.8 | -0.5 | -0.3 | 0.8 | 0.0 | -1.0 | -10.6 | 0.9
CCCS(=O)(=O)NC(=O)C1(C)CCCN(C(=O)c2cccc3ccccc23)C1 (configuration not stated) | 2.3 | 6.2 | 5.8 | 6.3 | -0.3 | 4.4 | -0.8 | -3.6 | -8.0 | -0.2
CN(C)c1cc[n+](/C(C(=S)Nc2ccc(SC(F)F)cc2)=C(/[O-])c2ccccc2)cc1 | 0.7 | 9.1 | 4.2 | 3.0 | 0.7 | 1.7 | 0.3 | -3.8 | 2.5 | 11.9
CC(C)Cn1c(N)c(/C=N/NC(=O)c2ccc(Cl)cc2)c(=O)n(C)c1=O | -0.9 | -2.3 | -2.3 | 4.0 | 1.5 | 2.5 | -0.7 | 4.1 | -3.2 | 1.8
Cc1nn(CC(=O)N2CCC(C)CC2)c(=O)c2nn(-c3ccccc3)c(C)c12 | 1.9 | -19.0 | -3.4 | -3.4 | -1.1 | -4.0 | 0.7 | -1.6 | 4.7 | 3.9
COc1ccccc1NC(=O)C1=C(C)NC(=O)NC1c1ccc(C)cc1 (configuration not stated) | -3.7 | 5.9 | 3.9 | -1.6 | 0.6 | 6.2 | 0.2 | -3.9 | -9.6 | -1.3
O=c1[nH]c2cc([N+](=O)[O-])ccc2c2cc(Br)ccc12 | -14.6 | -0.9 | 20.8 | -3.6 | 5.8 | -0.4 | -1.0 | -4.6 | -3.5 | 12.2
CCOC(=O)C1=CN(Cc2ccco2)S(=O)(=O)NC1c1ccc(C(F)(F)F)cc1 (configuration not stated) | -4.9 | 10.6 | 13.6 | 1.9 | 0.6 | -16.9 | 0.2 | -0.4 | -4.2 | 3.8
COc1ccc(-c2nc3cc(C)c(Br)c(C)n3c2Cc2cccc(F)c2)cc1OC | 2.5 | 14.0 | 7.9 | -2.2 | nt | -44.5 | 0.5 | -0.1 | 0.0 | 15.7
N#CCCN(CCC#N)S(=O)(=O)c1ccc(C(=O)Nc2nc(-c3ccccc3)c(C(=O)c3ccccc3)s2)cc1 | -1.3 | -4.6 | 8.8 | -5.2 | -0.1 | -2.0 | -0.6 | -0.5 | -4.5 | -6.0
COc1ccc(C(=O)Nc2nc(-c3ccc([N+](=O)[O-])cc3)c(-c3ccccc3)s2)cc1 | -8.5 | -1.1 | 0.9 | -0.2 | -0.9 | 2.7 | 0.4 | 1.1 | -15.1 | -1.2
CSc1nncc(-c2ccc(F)cc2)n1 | -0.6 | 7.7 | 3.6 | 6.1 | 1.9 | 10.3 | 0.2 | -3.3 | 1.3 | 0.2
COc1ccccc1Nc1nc(-c2cccnc2)cs1 | -9.8 | -7.0 | -2.6 | 3.5 | 3.8 | -3.1 | 1.0 | -0.7 | -2.6 | -10.6
N#C/C(=C\c1ccccc1C(F)(F)F)C(=O)Nc1ccccc1 | 6.2 | -11.3 | 0.4 | 3.2 | 1.5 | -19.2 | -0.6 | -3.0 | 2.2 | 0.8
COc1ccc(-c2ccc(CN3C(C)C(=O)N(Cc4cn(CCC5OCCO5)nn4)CCS3(=O)=O)cc2)cn1 (configuration not stated) | 3.6 | 15.8 | 4.3 | 5.4 | 0.4 | -10.4 | 0.9 | -0.6 | -5.1 | 7.0
O=C(O)c1nn(-c2ccc(F)cc2)ccc1=O | -1.1 | 1.4 | 0.0 | 1.1 | -2.2 | 0.5 | -0.2 | 1.8 | -2.0 | -4.1
CCCCC(=O)N(C)c1c(C)nc2ccc(C(=O)N3CCCCC3)cn12 | 2.0 | -3.7 | 3.8 | -6.1 | -0.5 | 12.0 | 0.2 | 1.8 | -14.2 | 4.9
Cc1cc(C)nc(N/N=C/c2cccc([N+](=O)[O-])c2)n1 | -4.0 | 2.3 | -3.1 | -8.3 | 0.2 | 0.0 | -0.6 | 0.0 | -2.2 | 0.3
COc1ccc(CC(=O)N/N=C\c2cc(Br)c(O)c(Br)c2)cc1 | -4.7 | -2.5 | 23.5 | 0.8 | -1.2 | 12.5 | -1.2 | 0.0 | -91.6 | -7.7
O=C(CN(Cc1ccc(F)cc1)C(=O)CCC(=O)Nc1nccs1)NCc1ccccc1 | -3.2 | -5.7 | -5.7 | -3.2 | -1.8 | 0.8 | -12.1 | -0.9 | -4.2 | -1.9
O=C1N=C2SCCN2/C1=C\c1ccc(Cl)cc1 | -0.6 | -10.4 | 8.7 | 0.6 | 2.3 | -12.0 | 0.3 | -2.6 | 7.9 | 6.5
O=C(NCc1ccncc1)[C@@H]1CCCN1C(=O)[C@H]1CCCN1C(=O)c1cccc(Cl)c1 | -2.6 | 4.0 | -0.5 | -0.1 | nt | 3.1 | -0.6 | 0.8 | -10.8 | -7.6
CCCN(CCC)S(=O)(=O)c1ccc(C)cc1 | 2.8 | -3.8 | 1.3 | -2.3 | 0.8 | 0.4 | 0.2 | -3.6 | 13.1 | 4.5
CC1CC(C)CN(CCCNC(=O)c2cc3c(=O)[nH]c4ccccc4c3n2C)C1 (configuration not stated) | 4.4 | 8.1 | 6.5 | 4.0 | 1.2 | -4.4 | 0.5 | -3.8 | -26.4 | -18.0
O=c1[nH]c(=S)[nH]c2nc(-c3ccccc3)cnc12 | 1.5 | 1.7 | 1.9 | 0.5 | 2.2 | 12.3 | -1.0 | -7.2 | -47.1 | 4.8
CCOC(=O)C1=C(C)OC(N)=C(C#N)C1c1cc2c(cc1Br)OCO2 (configuration not stated) | -27.0 | -4.6 | -1.1 | 3.2 | 0.3 | -18.3 | -1.0 | -20.9 | -10.8 | 11.4
O=C(COC(=O)c1cc(S(=O)(=O)N2CCOCC2)ccc1F)NCCc1ccc(F)cc1 | 1.3 | 6.2 | 0.3 | -9.3 | -0.7 | 7.4 | 0.2 | -10.9 | -5.6 | 7.0
O=C(Cn1cnc2c(OCc3ccccc3)ncnc21)NCc1ccccn1 | 6.6 | 2.1 | 2.0 | 2.4 | 0.3 | 5.7 | -0.3 | 4.9 | -7.9 | 4.5
Cc1cc(N2CCN(S(=O)(=O)c3ccc(Cl)c(Cl)c3)CC2)c2ccccc2n1 | -6.8 | 3.5 | -0.3 | -2.1 | 1.5 | -21.1 | 0.1 | -7.5 | 6.8 | -3.8
COc1cc(C2CC(=O)NC(SCC(=O)Nc3ccccc3C)=C2C#N)ccc1O (configuration not stated) | -4.2 | 0.3 | -0.7 | 8.6 | -0.9 | -25.1 | 0.7 | 0.7 | -0.8 | -3.8
Cc1ncc(S(=O)(=O)c2ccc(Cl)cc2)c(-c2ccccc2)n1 | 1.3 | 7.7 | -2.5 | -1.8 | -1.3 | -4.5 | -0.1 | -1.4 | 4.4 | -2.7
CCOC(=O)CNC(=O)c1sc(NC(=O)c2cccc(F)c2)nc1C | 0.6 | 3.1 | -0.8 | 1.6 | 1.8 | -0.9 | 0.6 | 0.6 | 6.1 | -2.5
Cc1cccc(NC(=O)C2CCN(c3nc(C)cc(C)n3)CC2)c1 | -0.9 | -11.4 | -0.8 | -6.4 | -1.3 | 0.8 | 0.0 | -1.0 | -24.5 | -7.5
O=C(Cc1csc(N2CCOCC2)n1)N/N=C/c1ccc(O)c(O)c1O | -3.0 | -3.0 | 14.7 | -9.3 | -1.3 | -6.3 | -0.2 | -0.2 | -0.4 | -8.9
CCC(C)(C)C1CCC(NC(=O)N2CCN(c3ccccc3O)CC2)CC1 (configuration not stated) | -8.1 | -3.8 | 6.2 | 3.0 | 0.0 | -2.9 | 0.0 | -6.6 | 0.5 | -5.1
Cn1cc(CN2CCCC(CO)C2)c(-c2ccc(Oc3ccccc3)cc2)n1 (configuration not stated) | -1.2 | 8.8 | -6.9 | 0.2 | 0.5 | -12.5 | 0.9 | -1.0 | -0.4 | -12.1
O=C(NNc1c(Cl)cc(Cl)cc1Cl)c1n[nH]c(=O)c2ccccc12 | -6.5 | -5.3 | 0.7 | -0.2 | 3.5 | -7.3 | -1.1 | -0.8 | -0.5 | 5.3
Cn1c(CO)cnc1SCC(=O)c1ccc(Br)cc1 | 4.4 | 16.3 | 1.5 | -4.4 | -5.3 | -8.1 | -0.9 | -1.3 | -0.2 | -15.4
CCOC(=O)CC1C(=O)NCCN1C(=O)Nc1ccc(Cl)cc1 (configuration not stated) | -4.5 | -5.6 | -1.1 | 2.5 | 1.0 | -1.4 | 0.5 | 5.5 | -1.2 | 2.4
Cc1cc(C)c2sc(C)[n+](CCCS(=O)(=O)[O-])c2c1 | -2.6 | -19.9 | 12.9 | -1.5 | 0.7 | 1.9 | 0.0 | 2.7 | -3.1 | 10.7
CCc1cc(C(=O)Nc2ccc(OC)nc2)sc1C | 0.1 | -1.4 | -22.3 | 8.5 | 0.6 | -4.1 | 0.4 | 1.6 | -9.4 | 8.4
COc1ccc(CCN2CC(C(=O)NCc3cccc4[nH]ccc34)CCC2=O)cc1 (configuration not stated) | -3.6 | 5.3 | 1.2 | -8.6 | -0.5 | -3.5 | 0.3 | -3.1 | -6.7 | 9.6

Retrieved by structure from above, 3 records:
SMILES | GC-A act | ASAP1 inh | rCAG RNA binder | Tn6 DDE FP | GAA850 FXN act | HGIII-sPLA2 inh | proKLK7 act | GC-B act | ADAM10 inh | ARFGAP1 inh
Cc1cccc(NC(=O)C2CCN(c3nc(C)cc(C)n3)CC2)c1 | -0.9 | -11.4 | -0.8 | -6.4 | -1.3 | 0.8 | 0.0 | -1.0 | -24.5 | -7.5
O=C(Cc1csc(N2CCOCC2)n1)N/N=C/c1ccc(O)c(O)c1O | -3.0 | -3.0 | 14.7 | -9.3 | -1.3 | -6.3 | -0.2 | -0.2 | -0.4 | -8.9
COc1cc(C2CC(=O)NC(SCC(=O)Nc3ccccc3C)=C2C#N)ccc1O (configuration not stated) | -4.2 | 0.3 | -0.7 | 8.6 | -0.9 | -25.1 | 0.7 | 0.7 | -0.8 | -3.8

Rows were taken by chance; about 4.5% have a hit in one of these screens.
